Compound activity: PubChem BioAssay, National Center for Advancing Translational Sciences (NCATS)
D1 PAM: potentiators of human D1 dopamine receptor. actives 0.036% (n = 360,000). P21728. potentiation, % at 10 µM. HEK293 TREx D1 cells, calcium flux, dopamine EC20 potentiation; in the data active = potentiation above about 30%; note: 0% is about no effect
RXFP1 antagonist: RXFP1 (human) relaxin receptor antagonism; HEK293-RXFP1, relaxin-stimulated cAMP HTRF, 30 min; hits give low values; activity change, negative = inhibition, % at 57.5 µM; actives 0.59% (n = 350,000); AID 1259400;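 active = activity change of -60% or lower, but not beyond a set lower limit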; note: % is set by controls: 0 for no effect and ±100 for the full control effect
Target sequence (Q9HBX9 whole entry, looked up): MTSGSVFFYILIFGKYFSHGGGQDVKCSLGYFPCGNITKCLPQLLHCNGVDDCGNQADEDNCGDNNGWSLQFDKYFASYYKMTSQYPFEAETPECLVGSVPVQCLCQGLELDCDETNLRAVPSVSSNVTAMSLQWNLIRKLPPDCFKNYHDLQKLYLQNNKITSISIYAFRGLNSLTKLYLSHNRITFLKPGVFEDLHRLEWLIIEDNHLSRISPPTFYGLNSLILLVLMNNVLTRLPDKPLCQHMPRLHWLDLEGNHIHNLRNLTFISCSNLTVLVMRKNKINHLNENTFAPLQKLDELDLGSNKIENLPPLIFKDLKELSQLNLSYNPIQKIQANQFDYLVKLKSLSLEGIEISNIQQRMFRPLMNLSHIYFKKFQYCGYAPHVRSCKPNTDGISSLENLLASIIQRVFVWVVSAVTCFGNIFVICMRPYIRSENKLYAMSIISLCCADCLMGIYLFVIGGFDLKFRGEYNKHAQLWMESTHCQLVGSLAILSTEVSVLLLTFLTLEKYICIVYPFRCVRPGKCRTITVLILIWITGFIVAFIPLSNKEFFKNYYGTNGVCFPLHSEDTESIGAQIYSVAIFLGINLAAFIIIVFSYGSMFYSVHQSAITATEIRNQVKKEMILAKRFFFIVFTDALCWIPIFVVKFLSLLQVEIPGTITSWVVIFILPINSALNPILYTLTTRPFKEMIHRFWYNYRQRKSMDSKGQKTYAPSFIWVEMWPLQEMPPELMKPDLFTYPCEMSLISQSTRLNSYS
D1 antag: human D1 dopamine receptor antagonism; actives 3.2% (n = 360,000); P21728; HEK293 TREx D1 cells, calcium flux, dopamine EC80; hits give low values; activity change, negative = inhibition, % at 10 µM; in the data active = activity change below about -30%; note: % is set by controls: 0 for no effect and ±100 for the full control effect
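Cells carrying a force-coupled, tetracycline-inducible human D1 receptor report calcium flux. Each well gets a 10 s baseline, compound with 180 s monitoring, then an EC80 dopamine stimulus with a second 180 s kinetic read.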
TRHR ag: agonists of human TRH receptor; TRHR cells, calcium flux fluo-8, FDSS agonist mode; actives 0.18% (n = 360,000); activation, % at 2 µM; note: 0% is about no effect
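TRHR-expressing cells loaded with fluo-8 calcium dye; 23 nL library compound pin-transferred, kinetic FDSS fluorescence (Ex 480/Em 530) recorded about 180 s for agonist-induced calcium release, before a 10 nM TRH EC20 addition for potentiator mode.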
D1 agonist: agonists of human D1 dopamine receptor; actives 1% (n = 360,000); AID 504660; P21728; HEK293 T-REx D1 cells, calcium flux, agonist mode; activation, % at 2 µM; note: 0% is about no effect
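Inducible HEK293 T-REx D1 cells, force-coupled to calcium signalling, were plated at 4000 cells/well with tetracycline and held overnight at 30 C. After no-wash calcium dye loading, compound-evoked calcium rise over 180 s flagged agonists.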
TRHR enhancer: allosterically enhances the human TRH receptor | TRHR cells, fluo-8 calcium fluorescence, EC20 TRH enhancement | P34981 | enhancement, % at 2 µM | actives 0.66% (n = 360,000); in the data active = enhancement above about 30%; note: 0% is about no effect
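TRHR-expressing cells loaded with fluo-8 calcium dye were read kinetically (ex 480/em 530) during compound addition, then stimulated with an EC20 of TRH (10 nM final). Enhancement of the Gq-mediated intracellular calcium response was scored.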
D2 potentiator: D2 dopamine receptor (human) potentiation. HEK293 T-REx D2, calcium flux, EC20 dopamine potentiation. potentiation, % at 10 µM. actives 0.34% (n = 340,000). P14416;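 active = potentiation over 3 SD above the plate norm, cut at about 30% in these data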; note: 0% is about no effect
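Cells plated with tetracycline inducer and held overnight at 30 C; calcium dye loaded 30–90 min at room temperature; baseline taken, compound added and read 180 s; EC20 dopamine then added and read 180 s.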
D2 ag: agonists of human D2 dopamine receptor; P14416; HEK293 T-REx D2 cells, calcium flux agonist mode; activation, % at 2 µM; actives 0.53% (n = 340,000); AID 485358;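 active = activation over 3 SD above normal in the single-dose calcium agonist read, cut at about 30% in these data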; note: 0% is about no effect
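Agonism is scored from calcium flux in a force-coupled, inducible HEK293 cell line expressing D2, read kinetically for 180 s after compound addition against dopamine controls.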
D2 antagonist: antagonists of human D2 dopamine receptor. inhibition, % at 10 µM. actives 2% (n = 340,000). HEK293 TREx D2 cells, calcium flux, dopamine EC80. P14416; in the data active = inhibition above about 30%; note: 0% is about no effect
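Tetracycline-induced HEK293 TREx cells expressing D2 receptor forced-coupled to calcium signalling, loaded with no-wash calcium dye. Compounds added and calcium flux read 180 s, then dopamine added at EC80 and read a further 180 s.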
An asterisk follows results filed as active; · = not tested or not shown. Cut-off read from the data, not from the text of the source, unless noted: active = activation above about 30%; inactive = the rest.

SMILES	D1 PAM	RXFP1 antagonist	D1 antag	TRHR ag	D1 agonist	TRHR enhancer	D2 potentiator	D2 ag	D2 antagonist
Cc1cc(=O)oc2cc(NC(=O)c3cc(F)ccc3F)ccc12	3	3	10	-0.3	3	17	5	0.1	-7
O=C(CC1(O)C(=O)N(CCc2ccccc2)c2ccc(Br)cc21)c1ccccc1O (configuration not stated)	1	-21	34	3.2	-3	-13	-9	5.4	·
Cc1ccc2c(c1)c1nnc(SCC(=O)N3CCN(c4ccc(F)cc4)CC3)nc1n2CC(=O)O	-5	-8	-12	-0.5	2	-7	9	0.2	-3
COc1nc(N(C)C)nc(N2CC(=O)N(CCNS(=O)(=O)c3ccc(C)cc3)C2=N)n1	-5	1	-6	-1.0	3	2	0	0.0	-16
COCCn1cc(-c2csc(N)n2)c2ccccc21	1	1	-3	-0.1	4	0	13	0.7	-13
CC1CCN(c2nc3ccccc3nc2C(C#N)C(=O)NC2CCCCC2)CC1 (configuration not stated)	9	·	-4	1.0	2	3	0	1.0	-9
Cc1c(CN(C)CCc2ccccc2)c(=O)n(-c2ccccc2)n1C	-5	19	12	0.3	2	6	10	-0.7	-24
O=C(O)CCC1(c2ccccc2)NC(=O)NC1=O (configuration not stated)	1	5	-18	0.4	2	-2	-6	1.1	1
CC1=CCC(C(=O)O)(C(=O)N/N=C/c2cccs2)C(c2ccc([N+](=O)[O-])cc2)C1 (configuration not stated)	0	4	11	-0.8	0	1	-1	-0.5	3
CC(C)(C)c1cc(CCC(=O)NCc2ccncc2)cc(C(C)(C)C)c1O	5	-14	7	0.3	4	8	6	-2.5	4
Cc1ccccc1S(=O)(=O)/N=C(/c1ccccc1)N(C)C	2	-2	4	-0.2	0	-4	-6	-0.3	16
O=C(NCCO)c1ccccc1O	-3	-5	14	-0.7	1	-1	-3	-2.1	-3
Cc1cc(Nc2ccc(F)c(Cl)c2)n2ncnc2n1	-6	·	2	0.2	-3	-3	-13	0.2	-1
O=C(CN(C1CCCCC1)S(=O)(=O)c1ccc(F)cc1)NCCCO	3	12	14	-0.5	-1	2	10	-0.1	-7
COc1ccc(NC(=O)Cc2c(F)cccc2Cl)c(OC)c1	-3	-5	-24	-0.3	2	-4	9	0.0	6
O=C(C1CCCN(c2ncnc3c2nc2n3CCCCC2)C1)N1CCN(c2ccc(Cl)cc2)CC1 (configuration not stated)	0	-7	27	-0.3	5	-4	-8	3.5	1
C=CCNC(=O)c1ccc(Cl)cc1Cl	-3	-10	-6	0.0	0	-2	5	-0.2	-25
COc1ccc(NC(=O)CNC(=O)c2ccco2)cc1	-4	9	-1	1.4	5	-3	6	0.1	2
Cc1occc1-c1nnc(SCC(=O)NC(C)(C)C)n1C(C)c1ccccc1 (configuration not stated)	-5	-1	2	-0.1	2	-4	28	-1.8	-3
Cn1c(SCc2ccc(Br)cc2)nc2c([nH]c3ccccc32)c1=O	-3	9	2	0.5	2	1	9	·	·
CC(=O)Oc1ccc(C2=NN(c3ccccc3)C(c3ccccc3)C2)cc1 (configuration not stated)	-5	10	-19	0.6	2	3	3	0.3	-7
O=C(Nc1ccon1)c1cc2c(s1)CCCCCC2	-1	6	4	-0.4	3	-12	-10	·	·
Cc1cc(C)cc(NC(=O)Cn2cc(S(=O)(=O)NC(C)(C)C)c(S(=O)(=O)NC(C)(C)C)c2)c1	-3	-13	-12	0.6	3	11	2	·	·
CCN1CCN(Cc2ccc(NC(=O)c3cc(NC(=O)c4cnn(-c5ccccc5)c4N)cc(OC)c3)cc2C(F)(F)F)CC1	0	·	2	1.0	2	-1	1	1.1	-17
Cc1ccc(S(=O)(=O)NCCC(=O)OCC(=O)Nc2cccc(S(=O)(=O)NC3=NCCCCC3)c2)cc1	-3	-3	-26	0.1	4	-3	-1	-0.6	2

6 entries drawn at random from the list so far, as already listed:
SMILES	D1 PAM	RXFP1 antagonist	D1 antag	TRHR ag	D1 agonist	TRHR enhancer	D2 potentiator	D2 ag	D2 antagonist
Cc1occc1-c1nnc(SCC(=O)NC(C)(C)C)n1C(C)c1ccccc1 (configuration not stated)	-5	-1	2	-0.1	2	-4	28	-1.8	-3
O=C(Nc1ccon1)c1cc2c(s1)CCCCCC2	-1	6	4	-0.4	3	-12	-10	·	·
Cc1cc(C)cc(NC(=O)Cn2cc(S(=O)(=O)NC(C)(C)C)c(S(=O)(=O)NC(C)(C)C)c2)c1	-3	-13	-12	0.6	3	11	2	·	·
CCN1CCN(Cc2ccc(NC(=O)c3cc(NC(=O)c4cnn(-c5ccccc5)c4N)cc(OC)c3)cc2C(F)(F)F)CC1	0	·	2	1.0	2	-1	1	1.1	-17
Cn1c(SCc2ccc(Br)cc2)nc2c([nH]c3ccccc32)c1=O	-3	9	2	0.5	2	1	9	·	·
Cc1ccc2c(c1)c1nnc(SCC(=O)N3CCN(c4ccc(F)cc4)CC3)nc1n2CC(=O)O	-5	-8	-12	-0.5	2	-7	9	0.2	-3

(list continues)
SMILES	D1 PAM	RXFP1 antagonist	D1 antag	TRHR ag	D1 agonist	TRHR enhancer	D2 potentiator	D2 ag	D2 antagonist
Cc1ccc(Cl)cc1N(C)C(=O)Cn1nc(Cc2cccnc2)c2ccccc2c1=O	2	14	10	0.5	3	9	0	0.4	·
CCOc1ccc(N2CC(C(=O)Nc3nnc(CC)s3)CC2=O)cc1 (configuration not stated)	-6	3	-4	0.3	2	5	14	0.0	-23
N/C(=N\OC(=O)CC1CCCCC1)c1cccc([N+](=O)[O-])c1	-1	16	-3	0.0	6	-1	-7	0.2	8
COC(=O)C1(C)NC(c2ccc(O)cc2)C2C(=O)N(c3ccc(F)cc3)C(=O)C21 (configuration not stated)	-3	7	-3	0.8	2	3	10	0.1	1
CCOC(=O)c1cccc(N2C(=O)C3C(C(=O)NC4CC4)C4(C)C=CC3(O4)C2C(=O)NC(C)(C)C)c1 (configuration not stated)	-4	3	1	-0.6	2	-1	12	-0.2	-4
Cc1cccc(NC(=O)c2cccc(OC(=S)N3CCOCC3)c2)c1C	-4	0	-32*	-1.2	2	-5	-24	0.5	1
Cc1ccc(C(=O)CSc2nnc(-c3ccccc3)n2-c2ccccc2)o1	-2	-9	-3	-1.0	1	16	-8	-0.9	12
COc1cccc(-c2c(-c3cc(OC)cc(OC)c3)n(C)c3ccc(-c4cnc(OC)nc4)cc23)c1	2	·	·	0.4	0	4	-7	1.3	-1
Cc1ccc(CC(=O)CCc2ccccc2)cc1	4	·	-4	-0.3	2	1	-8	0.2	-5
Cn1c(CCNC(=O)c2ccccc2)nc2ccccc21	2	-11	-3	0.1	-3	-1	-5	-0.5	4
CN1CCN(NC(=O)c2ccc(Cl)c([N+](=O)[O-])c2)CC1	-2	-9	-10	0.9	4	1	9	-0.6	13
CC(C)=CC(=O)Nc1nnc(C(C)C)s1	-1	-8	2	-0.1	-1	-5	·	·	·
CCc1nnc(NC(=O)CSc2nc(C)nc3c2c(=O)n(C)c(=O)n3C)s1	0	2	11	0.3	1	-6	-1	0.2	13
CC(OC(=O)c1cc(S(=O)(=O)Nc2ccc(F)cc2)ccc1Cl)C(=O)Nc1ccc2c(c1)OCCO2 (configuration not stated)	0	1	-3	-0.2	1	-2	8	-0.1	-3
Cc1[nH]c2ccc(F)cc2c1CCN(Cc1ccncc1)C(=S)Nc1ccc(F)cc1	-3	·	-19	0.8	7	3	-4	3.6	-1
COc1ccc2[nH]c(=O)c(CN(C)C(=O)c3ccncc3)cc2c1	-7	0	-7	0.7	0	2	-9	0.3	5
CC/C(C)=C1\SC(N2CCN(c3cccc(C(F)(F)F)c3)CC2)=NC1=O	2	-4	-17	-0.7	10	6	11	1.0	11
Cc1nn(Cc2ccccc2Cl)c2sc(C(=O)Nc3ccccc3N3CCOCC3)cc12	-4	-4	-38*	0.1	3	2	13	1.0	4
COc1ccc(S(=O)(=O)c2cc3cc(OC)ccc3oc2=O)cc1	-2	·	0	-0.5	1	2	-6	-0.4	·
Cc1nn(-c2ccc(C(=O)O)cc2)c2c1C(=O)CC(C)(C)C2	-2	-19	-13	-0.2	3	-1	6	0.0	-2
O=C(O)c1ccccc1C(=O)Nc1cc(C(F)(F)F)ccc1N1CCCC1	-5	-28	-6	-0.2	2	0	1	-0.5	2
NC(=O)CC(NC(=O)c1ccc(Br)cc1)c1ccc(N2CCC(Cc3ccccc3)CC2)c([N+](=O)[O-])c1 (configuration not stated)	5	·	-5	-0.5	4	19	0	0.0	-3
NC(=O)C1(N2CCCCC2)CCN(C2CC(=O)N(Cc3cccs3)C2=O)CC1 (configuration not stated)	-2	8	10	-0.1	2	-2	-2	1.7	6
Cc1c(Cl)cccc1NC(=O)CSc1sc2c(O)cc(=O)[nH]c2c1C#N	0	-14	-7	0.5	0	-3	·	-3.1	6
CC1CCCN(c2ccc(C(=O)OCC(=O)N3c4ccccc4Sc4ccccc43)cc2[N+](=O)[O-])C1 (configuration not stated)	4	-23	-2	1.6	2	9	-4	0.7	24
COc1ccc(-c2nnc3sc(-c4ccccn4)nn23)cc1	0	·	3	-0.5	1	6	6	-0.2	-5
CCCCc1ccc(NC(=S)N2CCN(C(=O)OCC)CC2)cc1	-1	-26	-23	-0.6	3	-6	11	0.8	11
CN(C)C(CNC(=O)c1cc(S(=O)(=O)N(C)c2ccc(F)cc2)ccc1Cl)c1ccco1 (configuration not stated)	2	-13	-9	0.3	8	-6	-11	0.4	-22
O=C(COC(=O)CCN1C(=O)C2CC=CCC2C1=O)Nc1ccc(Cl)cc1F (configuration not stated)	·	-3	0	-0.1	7	1	-9	0.9	-22

D1 antag, hit marks shown above
compound | D1 PAM | RXFP1 antagonist | D1 antag | TRHR ag | D1 agonist | TRHR enhancer | D2 potentiator | D2 antagonist
Cc1cccc(NC(=O)c2cccc(OC(=S)N3CCOCC3)c2)c1C | -4 | 0 | -32* | -1.2 | 2 | -5 | -24 | 1
Cc1nn(Cc2ccccc2Cl)c2sc(C(=O)Nc3ccccc3N3CCOCC3)cc12 | -4 | -4 | -38* | 0.1 | 3 | 2 | 13 | 4

An excerpt from above in order of heavy-atom count, smallest number first:
SMILES	D1 PAM	RXFP1 antagonist	D1 antag	TRHR ag	D1 agonist	TRHR enhancer	D2 potentiator	D2 ag	D2 antagonist
COc1ccc(NC(=O)Cc2c(F)cccc2Cl)c(OC)c1	-3	-5	-24	-0.3	2	-4	9	0.0	6
COc1ccc(S(=O)(=O)c2cc3cc(OC)ccc3oc2=O)cc1	-2	·	0	-0.5	1	2	-6	-0.4	·
CCN1CCN(Cc2ccc(NC(=O)c3cc(NC(=O)c4cnn(-c5ccccc5)c4N)cc(OC)c3)cc2C(F)(F)F)CC1	0	·	2	1.0	2	-1	1	1.1	-17

This is a random part of the collection; overall some 7.3% were active at least once.
